# PhoP GFP inhibition: PhoP regulon inhibitors, Salmonella typhi PhoP promoter GFP reporter, confirmatory (AID 1850); 0.33% of 310,000 active; inhibition, % at 50 µM; hits with a dose series show IC50 in µM; Salmonella Typhi PhoP-promoter GFP reporter, fluorescence, 4 h; higher % means a stronger effect; in the data active means a potency from the dose series; inconclusive means inhibition mostly from about 25% at the one dose, without a potency; inactive means the rest, 99 in 100 with inhibition below about 19%;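 further: 0% = induced wells with vehicle and 100% = uninduced wells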
# VEEV TC-83 Vero: inhibitors of VEEV TC-83 cytopathic effect, confirmation, Vero cells (AID 588727); inhibition, % at 20 µM, or IC50 in µM where a hit was titrated; Vero cells, VEEV TC-83 cytopathic effect inhibition; higher % means a stronger effect; 0.13% of 350,000 active; in the data active means a potency from the dose series; inconclusive means inhibition mostly from about 14% at the one dose, without a potency; inactive means the rest, 99 in 100 with inhibition below about 12%; further: strong numbers were not always called active
# H1N1 NS1A inhibition: H1N1 influenza NS1A inhibitors, functional cell based assay (AID 504329). inhibition, % at 12.5 µM, or IC50 in µM where a hit was titrated. 0.3% of 340,000 active. NS1A functional cell-based assay, percent inhibition; higher % means a stronger effect; in the data active means a potency from the dose series; inconclusive means inhibition above about 27% without an active follow-up result; further: strong numbers were not always called active
# H37Rv inhibition: M. tuberculosis growth inhibition, HTS (AID 449762); M. tuberculosis H37Rv growth inhibition, 7H9 media; higher % means a stronger effect; inhibition, % at 25 µM, or IC50 in µM where a hit was titrated; 0.59% of 330,000 active; in the data active means a potency from the dose series; inconclusive means inhibition above about 70% without an active follow-up result;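 further: bacterial growth assessed after seven days of incubation; strong numbers were not always called active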
# tuberculosis growth: growth inhibition of non-replicating M. tuberculosis (AID 488890); Mycobacterium tuberculosis non-replicating, growth inhibition; higher % means a stronger effect; inhibition, % at 25 µM; hits with a dose series show IC50 in µM; 0.39% of 320,000 active; in the data active means a potency from the dose series; inconclusive means inhibition mostly from about 82% at the one dose, without a potency; inactive means the rest, 99 in 100 with inhibition below about 76%;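 further: plate controls were DMSO cells for no effect and high antibiotic wells for full effect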
# VEEV TC-83 Vero 10K pilot screen: recorded beside VEEV TC-83 Vero, whose call it bears; inhibition, %; measured here: 10K pilot screen inhibition
# Active calls of the source: *; i = inactive; ? = inconclusive; . = no result given.
SMILES,PhoP GFP inhibition,VEEV TC-83 Vero,H1N1 NS1A inhibition,H37Rv inhibition,tuberculosis growth,others
O=C(N/N=C\c1ccc(COc2ccc([N+](=O)[O-])cc2)o1)c1cccc(Cl)c1,-3%,6.8%,-2%,58%,-5%,
CCCCSc1nc2c(cnn2-c2ccccc2)c(=O)n1N,-5%,3.8%,-8%,7%,?,
Clc1ccc(C2=Nn3c(nnc3-c3cc(-c4ccccc4)n[nH]3)SC2)cc1,6%,2.2%,7%,2%,-9%,
CCOc1ccc(-c2cc(CCCC(=O)NCc3cccnc3)no2)cc1,1%,i,28%,0%,59%,
O=C(O)CN=C1CC(c2ccccc2)CC(=O)/C1=C(/O)CCCN1C(=O)c2ccccc2C1=O (stereo not given),-16%,1.3%,.,-1%,-1%,
CC(C)n1c(SCC(=O)Nc2ccc(N3CCOCC3)cc2)nnc1-c1ccco1,6%,2.9%,6%,7%,7%,
Cc1ccc(CCNC(=O)C2CCCN(S(=O)(=O)c3cccs3)C2)cc1 (stereo not given),-6%,i,-3%,-11%,16%,
CCOC(=O)c1nnc(-c2ccccc2)nc1N1CCSCC1,-6%,1.0%,17%,4%,26%,
CCC(C)Sc1cccc(-c2nc3cc(C)ccn3c2NCc2ccccc2)c1 (stereo not given),-13%,3.0%,-6%,6%,29%,
CN(C)/C(=N\S(=O)(=O)c1ccccc1)c1ccc(F)cc1,0%,0.5%,-4%,5%,-26%,
C=CCNC(=O)C1CC1(c1ccccc1)c1ccccc1 (stereo not given),6%,1.7%,1%,1%,7%,
C=CCNC(=O)COC(=O)c1ccc(C)c(NC(=O)c2ccco2)c1,6%,0.8%,-4%,2%,-1%,
C/C(=N\NC(=O)C1CC1)c1ccc(OC(F)F)cc1OC(F)F,1%,0.5%,8%,4%,10%,
O=C(NCc1ccccc1)c1ccc(OCC2CCCO2)cc1 (stereo not given),-8%,0.2%,0%,-2%,14%,
CCN(CC(=O)NCCC1=CCCCC1)S(=O)(=O)c1ccccc1,-15%,5.1%,0%,0%,16%,
C[C@H](CO)N1C[C@H](C)[C@@H](CN(C)Cc2ccc3c(c2)OCO3)Oc2c(NC(=O)C3CC3)cccc2C1=O,.,3.2%,4%,4%,-2%,
COc1cccc(CN(C)C(=O)CC2C(=O)NCCN2C2Cc3ccccc3C2)c1 (stereo not given),17%,2.5%,1%,2%,-13%,
COc1cc(CNCCc2ccccc2)ccc1OCc1ccc(Cl)nc1,27%,i,1%,-8%,32%,
O=C(O)c1ccc(N=Nc2c(-c3ccccc3)[nH]oc2=O)cc1,-16%,0.9%,3%,5%,5%,
Cc1ccc(-c2nc(C=Nc3ccc(O)cc3)c(O)o2)cc1,.,4.6%,9%,.,.,
COc1ccc(-c2nnc3ccc(SCC(=O)NCc4ccco4)nn23)cc1OC,-1%,3.4%,4%,-11%,2%,
Cc1cc2c3nonc3ccc2n1C,-5%,0.8%,-4%,5%,-5%,
O=S(=O)(CC=CCS(=O)(=O)c1ccccc1)c1ccccc1,.,0.7%,-2%,.,.,
COc1nc(OCCNC(C)=O)nc(N(C)C)n1,-9%,i,-5%,-1%,-6%,
COc1ccccc1NC(=O)/C(C#N)=C/c1cccn1C,-16%,1.4%,6%,-4%,18%,
CN(C)S(=O)(=O)Oc1ccsc1C(=O)Nc1cccc(Cl)c1Cl,-2%,6.0%,-6%,8%,23%,
CCCc1cc(-c2n[nH]c(=S)n2CC)c2ccccc2n1,-4%,1.6%,-5%,1%,0%,
Cc1ccc(NC(=O)CN(C)C(=O)Cn2cc(C(F)(F)F)ccc2=O)cc1,1%,i,-6%,8%,-5%,
CCOC(=O)c1ccc(NC(=O)C2C3CCCCC32)cc1 (stereo not given),5%,i,-8%,?,62%,
COC(=O)[C@@H](NC(=O)NC1CCN(Cc2ccccc2)CC1)C(C)C,-5%,0.9%,0%,-1%,0%,

# 2 entries picked at random from those above, as already listed:
SMILES,PhoP GFP inhibition,VEEV TC-83 Vero,H1N1 NS1A inhibition,H37Rv inhibition,tuberculosis growth,others
CN(C)S(=O)(=O)Oc1ccsc1C(=O)Nc1cccc(Cl)c1Cl,-2%,6.0%,-6%,8%,23%,
CCCc1cc(-c2n[nH]c(=S)n2CC)c2ccccc2n1,-4%,1.6%,-5%,1%,0%,

# Later entries.
SMILES,PhoP GFP inhibition,VEEV TC-83 Vero,H1N1 NS1A inhibition,H37Rv inhibition,tuberculosis growth,others
Cc1cccc(N(C)C(=O)c2cc3c(=O)[nH]c4ccc(C)cc4c3s2)c1,2%,1.5%,5%,5%,10%,
COc1ccc(CC(C)NC2CCCCCC2)cc1 (stereo not given),7%,0.2%,-5%,-1%,-16%,
NS(=O)(=O)c1ccc(CCNC(=O)CN2CCCCC2)cc1,9%,1.8%,9%,3%,-7%,
O=C(Nc1ccccc1F)c1ccc2c(c1)CCN2S(=O)(=O)c1ccccc1,-2%,7.1%,-6%,1%,6%,
C=CCn1c(SCc2nnc(-c3ccccc3)o2)nnc1C(O)c1ccccc1 (stereo not given),7%,1.3%,3%,-2%,-6%,
O=c1c(Cc2c(F)cccc2Cl)c(O)ccn1CCc1c[nH]c2ccccc12,-4%,1.9%,-7%,6%,30%,
Clc1ccccc1Cn1c(/C=C/c2ccco2)nc2ccccc21,-11%,i,3%,0%,62%,
Cc1cnc(NC(=O)/C=C/c2ccc(Br)o2)s1,0%,i,-14%,5%,1%,
CCCC(CCC(=O)Nc1ccc(S(N)(=O)=O)cc1)C(=O)O (stereo not given),-2%,0.4%,10%,-8%,-4%,VEEV TC-83 Vero 10K pilot screen=2.4
O=[N+]([O-])c1ccc2[nH]c(=S)sc2c1,.,0.7%,9%,.,.,
CCOC(=O)N1CCC(NCCNC(=O)c2ccccc2Cl)CC1,-11%,4.9%,9%,.,-15%,
CCOC(=O)Nc1cccc(C(=O)O)c1,-1%,0.8%,-2%,-10%,4%,
CN(c1cccc(NC(=O)c2cccc([N+](=O)[O-])c2)c1)S(C)(=O)=O,8%,0.9%,-4%,-1%,-3%,
O=C(CCc1ccco1)CCc1ccco1,.,0.8%,2%,.,.,

# Structures listed so far with a halogen:
SMILES,PhoP GFP inhibition,VEEV TC-83 Vero,H1N1 NS1A inhibition,H37Rv inhibition,tuberculosis growth,others
O=C(N/N=C\c1ccc(COc2ccc([N+](=O)[O-])cc2)o1)c1cccc(Cl)c1,-3%,6.8%,-2%,58%,-5%,
Clc1ccc(C2=Nn3c(nnc3-c3cc(-c4ccccc4)n[nH]3)SC2)cc1,6%,2.2%,7%,2%,-9%,
CN(C)/C(=N\S(=O)(=O)c1ccccc1)c1ccc(F)cc1,0%,0.5%,-4%,5%,-26%,
C/C(=N\NC(=O)C1CC1)c1ccc(OC(F)F)cc1OC(F)F,1%,0.5%,8%,4%,10%,
COc1cc(CNCCc2ccccc2)ccc1OCc1ccc(Cl)nc1,27%,i,1%,-8%,32%,
CN(C)S(=O)(=O)Oc1ccsc1C(=O)Nc1cccc(Cl)c1Cl,-2%,6.0%,-6%,8%,23%,
Cc1ccc(NC(=O)CN(C)C(=O)Cn2cc(C(F)(F)F)ccc2=O)cc1,1%,i,-6%,8%,-5%,
O=C(Nc1ccccc1F)c1ccc2c(c1)CCN2S(=O)(=O)c1ccccc1,-2%,7.1%,-6%,1%,6%,
O=c1c(Cc2c(F)cccc2Cl)c(O)ccn1CCc1c[nH]c2ccccc12,-4%,1.9%,-7%,6%,30%,
Clc1ccccc1Cn1c(/C=C/c2ccco2)nc2ccccc21,-11%,i,3%,0%,62%,
Cc1cnc(NC(=O)/C=C/c2ccc(Br)o2)s1,0%,i,-14%,5%,1%,
CCOC(=O)N1CCC(NCCNC(=O)c2ccccc2Cl)CC1,-11%,4.9%,9%,.,-15%,

# High-throughput results (PubChem BioAssay)
